Source: PubChem BioAssay
NCOA2 inhibitor = inhibits human steroid receptor coactivator 2; Q15596; HEK293 GAL4-SRC2 luciferase reporter, luminescence; inhibition, % at 9 µM; 370,000 compounds, 0.17% hits;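 active = inhibition above the mean inhibition of all tested compounds plus 3 SD, set per campaign, cut at about 52% in these data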;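 also: 0% = DMSO treated cells and 100% = cells given Gossypol at 36 µM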
TROY NFkB inh = blocks TROY-dependent signaling in reporter cells | Q293 LMP1-TROYcd NF-kB luciferase reporter, 4 h | inhibition, % at 10 µM | 360,000 compounds, 0.98% hits;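 active = compounds whose plate-normalised and pattern-corrected inhibition of the luciferase reporter signal at the single screening dose is 50% or more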
NCOA3 inh = inhibitors of human steroid receptor coactivator 3 (SRC3); inhibition, % at 3.6 µM; HEK293 GAL4-SRC3 luciferase reporter, luminescence; Q9Y6Q9; 360,000 compounds, 0.17% hits;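 active = inhibition above a per-campaign cutoff, the mean of all compounds plus 3 SD, cut at about 60% in these data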;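 also: 0% = DMSO-treated cells and 100% = gossypol-treated cells at 36 µM; higher means less SRC3-driven luciferase light from the GAL4 reporter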
C8 TRAIL sens = sensitizes caspase-8 expressing cells to TRAIL | NB7+C8 cells + TRAIL, ATPlite viability luminescence | inhibition (viability loss, TRAIL sensitization), % at 10 µM | 360,000 compounds, 1% hits | AID 624354;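 active = compounds causing at least 50% loss of cell viability in the single-dose screen, relative to plate controls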
TWEAK-Fn14 inh = inhibitors of TWEAK-Fn14 interaction signaling; TWEAK-stimulated Fn14 reporter cells, luciferase luminescence, 8 h; inhibition, % at 10 µM; 360,000 compounds, 2% hits; in the data active = inhibition above about 50%
LRH-1 inv ag = NR5A2 inverse agonism in reporter assay | O00482 | HEK293T StAR-luciferase reporter, LRH-1 transfected, 24 h | inhibition, % at 3.6 µM | 360,000 compounds, 0.13% hits;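 active = inhibition above the mean inhibition of all tested compounds plus 3 SD, cut at about 73% in these data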;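 also: 0% = DMSO wells and 100% = reporter-only cells lacking LRH-1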
TLR9-MyD88 block = TLR9-MyD88 interaction inhibition; Q9NR96+Q99836; CHO BLA complementation TLR9-MyD88, CCF4 FRET ratio; inhibition, % at 4.98 µM; 340,000 compounds, 0.21% hits; AID 504734;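 active = inhibition above the mean over all tested compounds plus 3 SD, cut at about 21% in these data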;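 also: 0% = DMSO only wells and 100% = clavulanate BLA inhibitor control wells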
EBV LMP1 NFkB = Epstein-Barr LMP1 NF-kappaB reporter inhibition. LMP1-induced NF-kappaB luciferase reporter cells, luminescence. inhibition, % at 12.5 µM. 350,000 compounds, 0.69% hits. AID 504558; in the data active = inhibition above about 41%;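 also: 0% = neutral control wells and 100% = reference inhibitor control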
NOD2 RIPK2 PPI = blocks binding of human NOD2 to RIPK2; CHO BLA complementation NOD2-RIPK2, CCF4 ratio; inhibition, % at 4.98 µM; 360,000 compounds, 0.38% hits; AID 624267; in the data active = inhibition above about 21%;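 also: 0% = vehicle only and 100% = reference blocker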
SRC1 inh = inhibits human SRC1 coactivator; Q15788; HEK293 GAL4-SRC1 luciferase reporter, luminescence; inhibition, % at 3.6 µM; 360,000 compounds, 0.12% hits; AID 588354;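 active = inhibition above the campaign mean plus 3 SD, with each screening campaign given its own cutoff, cut at about 60% in these data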;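 also: 0% = DMSO treated cells and 100% = gossypol at 36 µM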
COUP-TFII inh = NR2F2 (human) inhibition, primary screen | 370,000 compounds, 0.7% hits | HEK293T NGFI-A luciferase reporter, luminescence | P24468 | AID 686940 | inhibition, % at 8.6 µM;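 active = inhibition above a per-plate cutoff, mean inhibition of test wells between control levels plus 3 SD, cut at about 38% in these data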;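 also: cells cotransfected with COUP-TFII expression vector driving the NGFI-A reporter; 0% = median of COUP-TF2 test wells and 100% = reporter-only cells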
The depositor's hits bear a star; . = not tested or not shown. Not all compounds are listed. The share of hits here may be higher or lower than overall.

SMILES	NCOA2 inhibitor	TROY NFkB inh	NCOA3 inh	C8 TRAIL sens	TWEAK-Fn14 inh	LRH-1 inv ag	TLR9-MyD88 block	EBV LMP1 NFkB	NOD2 RIPK2 PPI	SRC1 inh	COUP-TFII inh
Cc1ccoc1C(=O)Nc1ccc(CC(=O)O)cc1	83*	14	16	29	76*	0	0	44*	-1	-18	76*
COc1cccc(OCC(=O)Nc2ccccc2-c2ccccc2)c1	31	3	10	5	21	21	.	2	-8	-2	12
Cn1c(-c2ccccc2)cc2c3no[n+]([O-])c3ccc21	-41	-28	-92	13	29	1	-2	-7	-8	-78	-4
COc1cc(/C=C2\Oc3cc(O)ccc3C2=O)ccc1O	-49	-39	-67	27	-16	-87	31*	-21	44*	-95	-54
O=C(Nc1nc2c(s1)CCCC2)c1ccc(N2C(=O)CCC2=O)cc1	-40	-31	-49	0	-12	-58	-4	-7	-9	-93	-17
CCOC(=O)Nc1ccc2c(c1)nc(CN1CCOCC1)n2C	-14	5	1	7	0	-24	3	3	2	-7	-17
COC(=O)[C@@]12C[C@@H](CC(=O)N3CCC(c4ccccc4)CC3)C(=O)N(Cc3ccc4c(c3)OCO4)C1=CCC(C)(C)C2	-31	.	.	8	.	-7	.	.	-4	.	20
COc1ccc(-c2[nH]c(-c3ccc(C(=O)O)cc3)nc2-c2ccccc2)cc1	9	-19	-9	13	4	-7	-2	-2	0	-4	-5
Cc1ccc(OCC(=O)n2nc(C)cc2C)c(Br)c1	-3	5	-2	2	-21	-8	-1	3	2	-3	4
Sc1ccccc1N=Cc1cccs1	-86	-23	-109	4	-13	-65	-2	-35	-7	-80	-21
CN(Cc1ccon1)C(=O)CCc1nnc(Cc2ccc(-c3ccccc3)cc2)o1	-9	-18	-23	9	-6	-12	0	9	-4	-25	-3
CC(=O)Oc1ccc2c(C)cc(=O)oc2c1C(=O)c1ccccc1	9	21	17	-18	5	-8	-7	0	-3	-4	-10
CNC(=O)C1=C(C)Nc2nc3ccccc3n2C1c1ccc(F)cc1 (stereo unspecified)	-20	-23	-3	-3	-3	-12	-17	2	-11	-18	15
CC1=C(C(=O)Nc2cccc(C(=O)NC3CCCC(C)C3C)c2)SCCO1 (stereo unspecified)	-3	-4	-7	3	11	-2	-10	-5	1	-2	5
O=C(O)c1ccc(N/N=C/c2ccc(OC(=O)c3cccc(Cl)c3)cc2)cc1	-10	53*	-39	-24	-1	-88	2	61*	0	-71	-18
O=C(/C=C/c1ccc2c(c1)OCCCO2)c1ccccc1O	-76	56*	-26	39	75*	-139	2	-18	10	-63	-12
O=c1[nH]n2c(-c3ccccc3)nc(O)c2c2ccccc12	8	-31	2	1	-13	5	0	-2	-13	8	-8
O=C(CCN1C(=O)c2ccccc2C1=O)Nc1cccnc1	15	-16	7	7	1	-3	-8	-4	-6	3	-7
CN(C(=O)c1cccc(S(=O)(=O)NCc2ccccc2)c1)C1CCCCC1	0	0	13	-4	18	0	0	3	-8	7	13
CCOC(=O)c1c(CN2CCCCC2)n(C)c2cc(Br)c(OC)cc12	-9	-18	-3	0	-45	-2	1	2	-10	-8	12
CCCCCCCC(=O)N/N=C/c1ccc([N+](=O)[O-])o1	-10	-7	1	-15	12	26	1	-3	11	1	8
CCc1cc(C(=O)c2ccc(OC)cc2)c(NC(=O)CCC(=O)O)s1	-35	-8	10	3	24	-1	.	.	1	7	6
CCOc1ccc2nc(Cl)sc2c1	-12	-7	12	-1	7	6	-1	-4	-3	3	11
C=CCN(CC=C)C(=S)Nc1cc(Cl)ccc1OC	1	-18	16	1	-11	17	-6	-6	0	17	6
O=[N+]([O-])c1ccc(-c2cccnc2)cc1	11	-15	9	-14	6	0	5	-1	-10	1	-1
O=C(CN1C(=O)C2C3CCC(C3)C2C1=O)Oc1ccc2ccccc2c1 (stereo unspecified)	-18	17	14	2	1	8	-11	-8	3	-8	6
COc1ccc(C(NC(=O)N2CC(C)OC(C)C2)C(Cl)(Cl)Cl)cc1F (stereo unspecified)	-6	-9	12	2	8	8	-2	0	1	-2	-12
OC(COc1ccc2ccccc2c1Br)Cn1ccnc1 (stereo unspecified)	-18	-11	-20	7	-6	-23	-1	3	-3	-1	19
CC(C)n1c(SCC(=O)NCc2ccco2)nc2c1c(=O)n(C)c(=O)n2C	-7	9	4	21	6	11	-4	-1	-9	1	-4
O=C1NC[C@@H](Cc2ccc(O)cc2)N(CCc2cccc(F)c2)C1=O	35	13	-11	12	0	-20	-1	2	-15	-16	48*
O=C(Nc1nc(-c2ccccc2)cs1)c1cccc([N+](=O)[O-])c1	-32	40	-32	4	35	-28	0	-12	-2	-28	-26
COC(=O)C(=N/Nc1ccccc1C(=O)OC)/C(C)=N/O	12	-2	28	6	1	4	-4	8	-11	25	9
CCOc1ccc(/C(O)=C2/C(=O)C(=O)N(CCOCCO)C2c2cccnc2)cc1 (stereo unspecified)	-2	11	19	-8	-6	-11	-1	-2	1	7	0
Cc1cc(OC(=O)c2ccc3ccccc3c2)c([N+](=O)[O-])c(=O)[nH]1	13	8	-16	-2	0	2	11	0	-6	10	4
CS(=O)(=O)N(CC(=O)Nc1ccc2c(c1)OCO2)Cc1ccccc1	-3	-39	-13	-19	-15	-37	-5	-2	-4	-24	-9
CN(C)C(CNC(=O)CSc1nc2sc3c(c2c(=O)n1C)CCC3)c1ccccc1 (stereo unspecified)	14	0	17	-5	7	-17	-13	3	-14	18	-32
C/C(=N/Nc1ccc(C(=O)O)cc1)c1ccc(O)c(O)c1O	-49	40	-13	7	7	-29	0	0	2	-17	-10
CCNC(=O)c1ccccc1NC(=O)c1cccc(S(=O)(=O)N2CCOCC2)c1	-4	7	6	-4	10	-18	-2	2	-7	0	-14
C/C(=C\c1ccccc1)CN1CCN(c2ccccc2F)CC1	-10	-16	2	-11	-3	0	2	-16	1	4	-5
Cc1ccc(O)c(-c2cc(C(=O)Nc3ccc(S(=O)(=O)Nc4nc(C)cc(C)n4)cc3)[nH]n2)c1	2	14	12	-14	23	-55	1	-4	-3	1	-13
CCc1nnc(NC(=O)CSc2nnc(Cc3cc(=O)[nH]c(=O)[nH]3)n2-c2ccc(OC)cc2)s1	-41	14	4	5	-6	10	0	11	2	5	-14
CCCCCCN1C[C@@H](O)[C@H](n2cc(-c3ccc(F)cc3)nn2)C[C@@H]1c1ccc(C)cc1	-17	-36	-33	26	2	6	-5	-14	4	-16	17
CSc1ccccc1OCc1cc(C(=O)N2CCN(C)C(c3ccccc3)C2)no1 (stereo unspecified)	-59	-16	-2	7	-28	-16	-4	-11	5	-17	-5
COCCCNC(=O)CNC(=O)c1nn(-c2ccc(OC)c(Cl)c2)c(=O)c2ccccc12	-4	-14	1	0	2	-9	-9	-10	-6	7	1
CC1CCN(S(=O)(=O)c2cccc(C(=O)NCc3cccs3)c2)CC1	-6	11	11	-19	21	-5	-4	2	-2	-1	8
COc1ccc(NC(=O)CS(=O)(=O)c2ccccc2)cc1	-26	-14	-13	13	8	-2	-4	-1	-4	-12	0
Cc1ccc(NC(=O)N2CCCC2C(=O)Nc2ccc3c(c2)OCCO3)cc1 (stereo unspecified)	-6	-7	-20	-3	26	14	-6	0	-8	-1	-11
O=C(CSc1nc2ccc(NC(=O)c3ccccc3C(=O)O)cc2s1)Nc1ccc(F)c([N+](=O)[O-])c1	18	-26	-31	23	-17	-11	4	7	5	-31	0
Cc1ccc(NC(=O)CS(=O)CC(=O)N(CC(=O)NC2CCCC2)c2cc(C)ccc2C)cc1 (stereo unspecified)	-18	-9	11	10	5	8	-11	4	-19	-12	-4
CC(=O)N1CCN(C(=O)c2cc(C)nc3ccccc23)CC1	2	16	18	-5	-11	-3	-10	0	-17	-4	6
CCc1nnc(NC(=O)COc2ccc3c(c2)OCO3)s1	-12	-25	-25	4	5	1	7	-4	2	-15	-15
CC(/C=C1\SC(=S)N(CCCC(=O)Nc2ccc(C(=O)O)cc2)C1=O)=C\c1ccccc1	-7	-3	-12	1	50*	-10	-6	-2	-2	-8	-2
CCOC(=O)CSc1nnc([C@H](CC(C)C)NC(=O)OC(C)(C)C)o1	3	-28	-6	-7	11	-12	-6	-17	-7	-12	10
O=C(CSc1nnc(Cc2ccccc2)n1-c1ccc(F)cc1)N1CCOCC1	5	0	8	-28	-9	10	4	1	-12	5	4
CCOc1ccccc1NC(=O)CNC(=O)CNC(=O)Cc1ccccc1	6	9	13	-17	4	25	2	-19	-5	-6	9
Fc1ccc(Nc2c(-c3ccco3)nc3ccccn23)cc1	-12	-59	0	25	-26	-14	2	-6	4	-2	-29
COc1cc(/C=C(/C#N)c2ccc(F)cc2)ccc1Oc1ccc([N+](=O)[O-])cn1	2	23	12	27	23	37	-14	6	-13	-5	14
Cc1c(C#N)c2ccccc2n1CC(=O)O	8	8	14	-1	15	4	-2	3	5	1	-4
CCOc1ccc(CNC(=O)CCCc2cn(C)c3ccccc23)cc1OC	-8	9	-8	-3	-2	-27	-9	-2	-6	1	-5
Nc1c(Cl)cc(C(=O)NC2CC2)cc1Cl	3	-16	21	-3	-11	13	4	4	-4	20	-15

Next part:
SMILES	NCOA2 inhibitor	TROY NFkB inh	NCOA3 inh	C8 TRAIL sens	TWEAK-Fn14 inh	LRH-1 inv ag	TLR9-MyD88 block	EBV LMP1 NFkB	NOD2 RIPK2 PPI	SRC1 inh	COUP-TFII inh
O=C(O)c1ccc(NC(=O)c2cn(-c3ccccc3)nc2-c2ccc(F)cc2)cc1	6	-21	-20	2	-4	-40	-2	-6	-14	2	16
CCCC(O)(c1ccc(Cl)cc1)C(CN1CCOCC1)c1ccc(Cl)cc1 (stereo unspecified)	-4	20	-31	2	8	4	-60	12	-10	-19	8
CCCn1c(=S)[nH]c2cc(C(=O)N3CCCC(C(=O)OCC)C3)ccc2c1=O (stereo unspecified)	-4	16	16	10	55*	5	4	-18	-6	13	0
O=C(Nc1ccc2c(c1)OCO2)c1cc(C2CCCCN2C(=O)c2ccc3ccccc3c2)on1 (stereo unspecified)	11	-1	3	-7	-18	21	.	.	-17	-17	-11
CCCN(CC(=O)Nc1ccc(F)c(F)c1F)C(=O)CN1C(=O)NC2(CCCCC2)C1=O	-20	-1	9	0	11	-9	5	-2	-5	-13	4
Cc1ccnc(N/N=C/c2ccco2)n1	-90	-12	-49	-6	1	-45	-12	-20	-5	-46	-6
COc1ccc(NC2=NCCCCC2)cc1	-16	11	-4	-19	9	-2	-4	-5	9	3	2
O=C(COC(=O)CCNS(=O)(=O)c1cccs1)Nc1cc(C(F)(F)F)ccc1Cl	10	9	-15	-7	-17	5	-9	-2	8	11	-15
CC1=CCC2C(=O)N(c3ccc(C)c(Br)c3)C(=O)C2C1 (stereo unspecified)	-13	-16	-1	-5	-7	-11	-6	-11	-4	-15	-20

Printed as active in NCOA2 inhibitor (from the list above):
Compound	NCOA2 inhibitor	NCOA3 inh	TWEAK-Fn14 inh	LRH-1 inv ag	TLR9-MyD88 block	EBV LMP1 NFkB	NOD2 RIPK2 PPI	SRC1 inh	COUP-TFII inh
Cc1ccoc1C(=O)Nc1ccc(CC(=O)O)cc1	83*	16	76*	0	0	44*	-1	-18	76*
